FBW7 activator: human FBW7 E3 ligase activation, primary screen; normalized activity (activation), % at 26.1 µM; AlphaScreen FBW7–phospho-cyclin E peptide binding, activator screen; AID 1259310; Q969H0; 650,000 tested, 0.13% active; in the data active means normalized activity above about 1.9%;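 further: purified mutant Fbw7 with reduced substrate affinity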
GPR151 ag: human GPR151 activation; Q8TDV0; PathHunter beta-arrestin GPR151 cells, luminescence; activation, % at 11.2 µM; 650,000 tested, 1% active; AID 1508602; in the data active means activation above about 4.9%;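 further: 0% = median of compound wells and 100% = cells with positive control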
Target sequence (Q8TDV0 whole entry, looked up): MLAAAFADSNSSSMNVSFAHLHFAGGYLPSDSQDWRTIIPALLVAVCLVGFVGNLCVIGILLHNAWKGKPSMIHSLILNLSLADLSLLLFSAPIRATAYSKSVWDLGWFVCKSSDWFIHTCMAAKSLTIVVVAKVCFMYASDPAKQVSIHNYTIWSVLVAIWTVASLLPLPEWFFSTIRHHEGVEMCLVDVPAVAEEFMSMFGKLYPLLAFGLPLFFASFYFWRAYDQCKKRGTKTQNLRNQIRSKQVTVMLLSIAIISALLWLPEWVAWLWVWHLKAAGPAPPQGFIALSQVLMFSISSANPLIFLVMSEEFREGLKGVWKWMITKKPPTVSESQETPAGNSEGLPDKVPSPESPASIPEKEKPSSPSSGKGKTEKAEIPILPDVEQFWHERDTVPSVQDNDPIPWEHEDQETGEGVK
TEAD-YAP inh: TEAD-YAP interaction inhibition; HEK-TIYL cells, TEAD-Gal4/YAP UAS-luciferase luminescence; inhibition, % at 9.12 µM; 640,000 tested, 1.4% active; AID 1259422; in the data active means inhibition above about 32%;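 further: 0% = median of test compound wells and 100% = reference inhibitor wells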
MITF primary: blocks human microphthalmia-associated transcription factor. O75030. AlphaScreen MITF homodimerization, bead proximity signal. inhibition, % at 2.6 µM. 650,000 tested, 0.91% active. AID 1259374; in the data active means inhibition above about 50%;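 further: 0% = vehicle wells with protein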
Target sequence (O75030 whole entry, looked up): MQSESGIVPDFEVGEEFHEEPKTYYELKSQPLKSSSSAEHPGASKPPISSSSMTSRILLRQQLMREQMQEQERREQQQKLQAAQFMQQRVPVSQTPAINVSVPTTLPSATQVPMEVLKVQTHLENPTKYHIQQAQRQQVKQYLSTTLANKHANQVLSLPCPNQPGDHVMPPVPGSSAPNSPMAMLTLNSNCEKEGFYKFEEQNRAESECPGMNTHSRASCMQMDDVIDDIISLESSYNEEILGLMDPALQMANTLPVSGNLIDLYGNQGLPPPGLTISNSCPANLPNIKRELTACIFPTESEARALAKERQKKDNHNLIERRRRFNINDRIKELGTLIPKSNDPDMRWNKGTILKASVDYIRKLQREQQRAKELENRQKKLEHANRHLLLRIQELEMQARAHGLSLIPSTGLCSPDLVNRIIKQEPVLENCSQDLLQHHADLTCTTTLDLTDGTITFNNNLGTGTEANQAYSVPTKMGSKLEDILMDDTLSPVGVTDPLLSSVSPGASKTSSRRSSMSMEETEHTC
Numbers without * were called inactive; / = no result given.

SMILES	FBW7 activator	GPR151 ag	TEAD-YAP inh	MITF primary
O=C(NCc1ccco1)c1cccc2c1C(=O)N(Cc1cccnc1)C2	0.4	-0.7	-2	20
O=C(Cn1c(CO)nc2ccccc21)NCCC(c1ccccc1)c1ccccc1	0.1	1.7	5	5
Cc1nc2c(cnn2-c2ccccc2)c2nnnn12	1.0	2.2	12	11
CNC(=O)c1cc2sccc2nc1C(F)(F)F	0.0	-0.1	2	2
Cc1ccc(N2C(=O)N(CC(=O)Nc3ccc(SC(F)F)cc3)C(=O)C2C)cc1 (centres undefined)	0.0	-0.7	-3	15
CCOC(=O)c1ccc(N2C(=O)C(CC(=O)Nc3ccc(OC)cc3)N(CCCN3CCN(C)CC3)C2=S)cc1 (centres undefined)	0.3	-1.1	-4	26
CC1=NN(c2ccccc2)C(=O)/C1=C\c1ccc(OCc2ccccc2)cc1	-0.1	-3.5	-10	11
O=C(c1ccc(Br)s1)N1CCc2ccccc2C1	0.0	1.3	-47	-6
CCOCCn1c(=O)c2c(nc3n(-c4ccccc4)c(C)c(C)n23)n(C)c1=O	-0.1	0.5	8	5
CC1=C(C(=O)Nc2ccccc2)C(c2ccc(Cl)cc2)n2nnnc2N1 (centres undefined)	-0.1	0.4	7	7
Cc1cc(C(=O)CN2CC(C)OC(C)C2)c(C)n1-c1ccc(Cl)c(Cl)c1 (centres undefined)	-0.1	-0.8	1	12
CC1(C)CC(=O)C2=C(C1)OC1=C(C(=O)CC(C)(C)C1)C2c1ccncc1	-0.2	1.6	12	4
NC(=O)c1ccc(N=c2oc3ccccc3cc2C(N)=O)cc1	0.3	4.3	4	19
CC(NCCCN1CCOCC1)C(=O)Nc1ccccc1 (centres undefined)	-0.2	0.5	10	78*
Cc1ccc(NC(=O)c2cn(C)c3c(=O)n(Cc4ccccc4)c(=O)[nH]c23)cc1C	0.0	-0.2	-3	-5
N#Cc1c(NC(=S)NC(=O)c2cccnc2)sc2c1CCCCCC2	-0.1	2.8	14	-1
COC(=O)c1c(NC(=O)c2cnccn2)sc2c1CCCC2	-0.2	2.3	3	7
Cc1ccc(CNC(=O)CSc2ccc(C)cc2)cc1	-0.1	0.7	-10	3
COc1ccc(C(=O)NCCc2nnc3n2CCN(CC(C)c2ccccc2)CC3)cc1 (centres undefined)	0.1	0.0	0	15
COc1cc(C=C(C#N)C#N)ccc1OC(=O)c1ccco1	0.2	0.8	7	0
CCOC(=O)CCCOC(=O)c1ccc(S(=O)(=O)N(C)C)cc1	-0.1	0.1	-7	-9
COc1cc(Cl)cc(/C=C2/C(=O)NN(c3ccc(Br)cc3)C2=O)c1O	0.2	1.0	-3	6
COc1ccc(CCNC(=O)c2sc3nc(C)nc(N4CCC(C)CC4)c3c2C)cc1OC	0.1	1.1	-14	5
CCN(CC)c1ccc(C(=O)Nc2cc(C(=O)N3CCOCC3)ccc2N2CC3CC(C2)c2cccc(=O)n2C3)cc1 (centres undefined)	-0.1	0.3	69*	-2
CC1CCCCC12NC(=O)N(CC(=O)NCc1ccc(F)cc1)C2=O (centres undefined)	0.3	-0.8	15	8

The list goes on, starting with the last 2 of the part before.
SMILES	FBW7 activator	GPR151 ag	TEAD-YAP inh	MITF primary
CCN(CC)c1ccc(C(=O)Nc2cc(C(=O)N3CCOCC3)ccc2N2CC3CC(C2)c2cccc(=O)n2C3)cc1 (centres undefined)	-0.1	0.3	69*	-2
CC1CCCCC12NC(=O)N(CC(=O)NCc1ccc(F)cc1)C2=O (centres undefined)	0.3	-0.8	15	8
COc1cccc(N2CCN(C(=O)c3cnn4c(C(F)(F)F)cc(-c5ccco5)nc34)CC2)c1	-0.1	0.3	5	7
COc1ccc(NC(=O)C2(N(CC(C)C)C(=O)Cn3nnnc3N)CCCCC2)cc1	-0.1	1.6	-11	-6
O=C(c1ccco1)N1CCN(C(=O)C2CCN(c3nc4ccccc4[nH]c3=O)CC2)CC1	0.3	0.2	5	13
COc1ccccc1NCC(=O)N/N=C/c1ccccc1O	0.0	0.1	1	11
COc1cc2ccccc2cc1C(N)=O	-0.2	-2.1	1	-3
COCCn1c(=O)[nH]c2cc(C(=O)NCCCN3CCCCC3C)ccc2c1=O (centres undefined)	0.7	-0.6	12	12
CC#CC(=O)N1CCC(CO)(CCOc2ccccc2)CC1	-0.2	-0.6	-8	-6
COc1ccccc1CNC(=O)CNC(=S)N(Cc1ccc(F)cc1)C1CCCCC1	0.3	-1.8	3	1
CCC1CCCCN1S(=O)(=O)c1ccc(F)c(C(=O)Nc2ccc(F)c(Cl)c2)c1 (centres undefined)	0.1	1.3	-3	18
COc1cnc(-c2cccc(C(F)(F)F)c2)[nH]c1=O	0.0	1.3	0	6
CCOc1ccc(OCC)c(NC(=O)CN2CCN(c3ccc(OC)cc3)CC2)c1	0.2	-0.2	11	41
Cc1cccc(NC(=O)CCC2CCN(C(=O)C[n+]3cc(=O)o[nH]3)CC2)c1	0.0	-1.4	-7	14
CCOC(=O)c1oc2ccccc2c1NC(=O)c1c(F)cccc1Cl	1.2	-2.4	-6	22
CC1C2CC(CC2C2CCC(O)CC2)C1(C)C (centres undefined)	0.0	2.7	2	1
O=C(O)C1(O[N+](=O)[O-])C2CC3CC(C2)CC1C3 (centres undefined)	-0.2	0.6	0	3
COc1cccc(NC(=O)CSCc2c(F)cccc2Cl)c1	0.1	-0.4	-12	4
CC(=O)Nc1ccc(S(=O)(=O)c2ccc(NC(C)=O)c([N+](=O)[O-])c2)cc1[N+](=O)[O-]	0.7	7.5*	5	15
CN(c1ccc(C(=O)NC2CCCCC2)cc1)S(C)(=O)=O	0.0	-0.2	-2	8
Cc1nc(N2CCN(c3ccccc3F)CC2)c2cc(C)sc2n1	0.1	1.4	6	-1
COCc1ccc(CN2CCCC(c3[nH]ncc3C)C2)o1 (centres undefined)	0.0	0.6	2	4
CCCCCCn1c(NN)nc2c1c(=O)[nH]c(=O)n2C	-0.2	-0.1	6	-15
CC1=C(C(=O)OC(C)(C)C)C(c2ccc(Cl)cc2)C(C#N)=C(SCC(=O)c2ccc(Cl)cc2)N1 (centres undefined)	0.1	0.7	7	-8
CC1=C(C(=O)OCCOc2ccccc2)C(c2ccc(F)cc2)NC(=O)N1 (centres undefined)	0.2	-2.1	2	7
N#CCSc1nc2c(c(C3CC=CCC3)c1C#N)CCC2 (centres undefined)	-0.1	0.8	-12	2
COc1ccc(CCn2c(C)cn3c4c(=O)n(CC(C)=O)c(=O)n(C)c4nc23)cc1OC	0.0	-0.4	-7	-9

Quoted from the results shown for reference:
SMILES	FBW7 activator	GPR151 ag	TEAD-YAP inh	MITF primary
N#CCSc1nc2c(c(C3CC=CCC3)c1C#N)CCC2 (centres undefined)	-0.1	0.8	-12	2
COc1ccc(CCn2c(C)cn3c4c(=O)n(CC(C)=O)c(=O)n(C)c4nc23)cc1OC	0.0	-0.4	-7	-9

An excerpt from above in order of number of heavy atoms, lowest first.
SMILES	FBW7 activator	GPR151 ag	TEAD-YAP inh	MITF primary
COc1cc2ccccc2cc1C(N)=O	-0.2	-2.1	1	-3
Cc1cccc(NC(=O)CCC2CCN(C(=O)C[n+]3cc(=O)o[nH]3)CC2)c1	0.0	-1.4	-7	14
CCOc1ccc(OCC)c(NC(=O)CN2CCN(c3ccc(OC)cc3)CC2)c1	0.2	-0.2	11	41
COc1ccc(NC(=O)C2(N(CC(C)C)C(=O)Cn3nnnc3N)CCCCC2)cc1	-0.1	1.6	-11	-6
COc1ccc(CCn2c(C)cn3c4c(=O)n(CC(C)=O)c(=O)n(C)c4nc23)cc1OC	0.0	-0.4	-7	-9
COc1cccc(N2CCN(C(=O)c3cnn4c(C(F)(F)F)cc(-c5ccco5)nc34)CC2)c1	-0.1	0.3	5	7

The list goes on.
SMILES	FBW7 activator	GPR151 ag	TEAD-YAP inh	MITF primary
COc1ccc(C2NC(=O)NC(C)=C2C(=O)OC2CCCCC2)c(OC)c1 (centres undefined)	0.1	-0.7	-11	9
CS(=O)(=O)Nc1ccc(-c2nnc(SCCN3CCCCC3)o2)cc1	-0.1	-0.3	-15	-5
NS(=O)(=O)c1ccc(NC(=O)COc2ccc(OCC(=O)Nc3ccc(S(N)(=O)=O)cc3)cc2)cc1	0.2	-0.3	0	14
CCCc1nc2nc(C)cc(N3CCN(Cc4ccccc4)CC3)n2n1	-0.1	0.2	-9	1
CC(=O)N1CCc2cccc(NS(=O)(=O)c3cccc(C(F)(F)F)c3)c21	0.0	-0.7	-2	16
CCN(CC)C(=O)Cn1cnc2sc(C(=O)N3CCN(c4ccc(C)cc4)C(C)C3)c(C)c2c1=O (centres undefined)	0.1	1.4	6	-3
COc1cc2c(cc1OC)/C(=C\c1ccccc1)C(=O)OC2	-0.1	0.4	-10	11
C=CCc1cc(C)ccc1OCCOCCNCCCOC	0.1	1.4	-10	12
CC1=CC(C)(C)N(C(=O)CSc2nnc(-c3ccc(C)cc3)o2)c2ccc(C)cc21	-0.3	-1.0	4	-8
CCOc1ccc2ccccc2c1/C=C(\C#N)C(=O)NCc1cccs1	-0.2	-0.1	6	-8
CCCC(C)C(=O)Nc1ncc([N+](=O)[O-])s1 (centres undefined)	-0.1	-0.1	14	11
Cc1ccc(-n2nnc(-c3nc(-c4cccnc4)no3)c2N)cc1C	-0.1	0.8	1	8
COC(=O)Cc1ccc(N(Cc2ccccc2F)S(=O)(=O)c2ccc(F)c(C(=O)Nc3cccc(OC)c3)c2)cc1	0.0	0.3	1	-9
CCOC(=O)N1CCN(C(=O)CSc2nc3[nH]ncc3c(=O)[nH]2)CC1	-0.2	2.9	8	-2
O=C(Nn1c(SCc2ccc(Cl)cc2)nc2ccccc2c1=O)c1ccccc1	0.1	-0.6	-37	6
O=C(N/N=C/c1ccc([N+](=O)[O-])cc1)c1ccccn1	0.0	-0.1	-44	10
COc1ccc(OC)c(CN2CCN(S(=O)(=O)c3ccc(Cl)cc3)CC2)c1	-0.2	-0.4	0	41
Cc1cc(Cl)ccc1OCc1cn2cccnc2n1	0.2	-1.7	-58	20
Cc1ccc(O)c(N=Cc2cccc([N+](=O)[O-])c2O)c1	0.0	-1.4	3	10
O=c1[nH]c2ccc(Cl)cc2c(-c2ccccc2)c1C1=NOC(c2ccccc2)C1 (centres undefined)	0.0	0.5	18	10
O=C(C1CCN(c2nc3ccccc3[nH]c2=O)CC1)N1CCN(c2ccccc2F)CC1	0.2	2.3	4	-4
c1ccc(N2CCN(Cc3cccs3)CC2)nc1	0.7	-0.4	9	49
COC(=O)C1=C(C(=O)OC)[C@@H]2N(C)c3ccccc3[C@@]23CCC(=O)N(CCCOC(C)C)C3=N1	0.1	7.2*	/	-4
Cc1ccc(SCC(=O)Nc2cc(F)cc(F)c2)cc1	0.0	0.9	-37	-3
COc1ccccc1OCC(=O)Nc1ccc2c(c1)N(C(=O)C1CCCO1)CC2 (centres undefined)	-0.1	0.1	4	26
Additional structures:
SMILES	FBW7 activator	GPR151 ag	TEAD-YAP inh	MITF primary
Cc1ccc(NC(=O)CCC(=O)NNC(=O)COc2ccc3ccccc3c2)c(C)c1	0.4	-0.2	4	2
CC(Sc1nnc(N)s1)C(=O)Nc1ccc(Cl)cc1 (centres undefined)	0.1	-0.8	11	14
NC(=O)c1ccc(NC(=O)c2ccc(S(=O)(=O)Nc3ccccc3)cc2)cc1	0.1	-1.5	6	0
Cc1ccc2c(c1)cc(CN(C(=O)C(F)(F)F)C1CCCC1)c1nnnn12	-0.1	-1.9	-8	11
Cc1nc2ccc(Cl)cc2c(-c2ccccc2)c1C(=O)/C=C/c1cn(-c2ccccc2)nc1-c1ccccc1	0.1	0.1	13	7
CCN(CC)c1ccc(N)cc1S(=O)(=O)Nc1ccccc1OC	-0.3	0.3	-6	-9
O=S(=O)(c1ccc(-c2csc(=Nc3cccc(C(F)(F)F)c3)n2CCCCCCO)cc1)N1CCOCC1	0.1	-0.7	-14	15
Cc1ccc(NC(=O)CSc2nnc(NC(=O)C3CCCCC3)s2)cc1	-0.1	0.0	-13	-2
COc1ccc2nc(SCC(=O)Nc3ccc(Cl)cc3)[nH]c2c1	0.1	-2.0	19	12
CC(NC(=O)c1ccc(Br)s1)c1ccncc1 (centres undefined)	-0.1	-0.8	13	9
COc1ccc(C(=O)CSc2nnc(Nc3ccccc3)s2)cc1OC	0.0	2.7	-9	-4
Cc1cccc(-c2noc(CNC(=O)CN3C(=O)c4ccccc4C3=O)n2)c1	0.1	1.1	-11	0
Cc1ccc(C)c(-c2[nH]c(-c3ccc(N(C)C)cc3)nc2-c2ccccc2)c1	-0.1	-0.2	1	10
COc1ccc(S(=O)(=O)N2CCC(CO)(Cc3ccccc3)CC2)cc1OC	0.1	-0.5	-5	13
Cc1ccc(NC(C)C(=O)Nc2ccc(C#N)cc2)cc1S(=O)(=O)N1CCCCC1 (centres undefined)	0.8	-1.6	3	10
Cc1c2cn[nH]c(=O)c2c(C)n1Cc1ccccc1F	-0.4	0.3	-22	-13
Cc1ccc(-c2nnn(CC(=O)NC3CCCc4ccccc43)n2)cc1 (centres undefined)	0.0	-0.9	5	2
CCOc1ccc(CC(=O)Nc2nc(-c3ccc(OC)c(OC)c3)cs2)cc1	-0.1	1.4	3	-1
COC(=O)c1ccccc1NS(=O)(=O)c1ccc2c3c(cccc13)C(=O)N2	0.8	-0.2	-6	12
COc1ccc(CC(=O)Nc2ccc3nc(N4CCN(c5ncccn5)CC4)cc(C)c3c2)cc1	-0.2	1.2	-3	4
CCOc1cc(C2NC(=O)NC(C)=C2C(=O)OC)cc(Br)c1OCC (centres undefined)	0.1	-0.7	-5	-7
CCN1c2ncccc2C(=O)NC12CCN(C(=O)c1ccc3c(c1)n(C)c(=O)n3C)CC2	0.2	-1.1	11	5
O=c1[nH]nc2c3ccc(Cl)cc3ncn12	-0.1	3.0	-11	-3
CCOc1ccc(NC(=O)C(C)NS(=O)(=O)c2ccc(C)cc2)cc1 (centres undefined)	0.0	-1.5	-3	13

No enrichment for hits; about 3.4% have a hit in one of these screens.
